High-throughput results (PubChem)
POLK inh = blocks human DNA polymerase kappa activity. Potency, µM (series often up to 107 µM), for inactives: at the highest dose activity, negative = inhibition, usual class: inhibitors. Q9UBT6. 400,000 tested, 0.53% active. AID 588579. purified Pol kappa, fluorescent DNA synthesis assay, 10 min; note: potency is the fitted concentration of half-maximal effect; % is set by controls: 0 for no effect and ±100 for the full control effect
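Fluorescent qHTS in 1536-well format: enzyme (10 nM) and compound sat 15 min at room temperature before 50 nM substrate (final) was added. Signal taken at 0 and 10 min; no-enzyme buffer wells were negative controls.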
TRHR agonist = activates the human TRH receptor; 360,000 tested, 0.18% active; TRHR cells, calcium flux fluo-8, FDSS agonist mode; AID 493084; activation, % at 2 µM; P34981; in the data active = activation above about 30%; note: 0% is about no effect
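TRHR-expressing cells loaded with fluo-8 calcium dye; 23 nL library compound pin-transferred, kinetic FDSS fluorescence (Ex 480/Em 530) recorded about 180 s for agonist-induced calcium release, before a 10 nM TRH EC20 addition for potentiator mode.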
BLM helicase inh = Bloom syndrome helicase (human) inhibition | P54132 | Potency, µM (doses to about 56.1 µM), for inactives: top-dose activity change, negative = inhibition, usual class: inhibitors | AID 2528 | recombinant BLM DNA unwinding, fluorescence dequenching | 350,000 tested, 0.2% active;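 note: potency is the fitted concentration of half-maximal effect; plate controls were vehicle for no effect and no enzyme for full effect; nearly all actives have a fitted effect of over 35% in size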
Pol beta inh = inhibitors of human DNA polymerase beta; P06746; Pol beta primer extension/strand displacement, fluorescence kinetic; Potency, µM (series often up to 114 µM), inactives show top-dose activity change, negative = inhibition, most hits filed as inhibitors; 340,000 tested, 1.3% active; AID 485314; note: potency is the fitted concentration of half-maximal effect; % is set by controls: 0 for no effect and ±100 for the full control effect
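Pol beta (10 nM) and compounds were preincubated 15 min at room temperature, then 50 nM substrate (final) started primer extension/strand displacement. Reads were taken at 0 and 10 min; concentration-response data were fitted to a four-parameter Hill equation.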
ERG Ets-DNA blk = ERG Ets/DNA interaction inhibition; P11308; fluorescence polarization, His-ERG Ets domain / labelled DNA; Potency, µM (highest dose often 76.9 µM), for inactives: top-dose FP activity, negative = inhibition, actives largely listed as inhibitors; 370,000 tested, 0.028% active; AID 624246; active = well fitted inhibition curve with a large enough effect in the polarisation, with a control signal flat; inconclusive = small, poorly fitted or top-dose-only effect, or effect the other way, or a change in a side signal; inactive = no such curve, though single readings can be large or run the other way; the % refers to the polarisation;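 note: polarization taken with two DNA probes labelled with fluorescein and Texas red; potency is the fitted concentration of half-maximal effect; % of control where 0% means no effect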
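His-tagged ERG Ets domain (1 uM in the protein solution; 300mM KCl, 50mM Tris-HCl, 1mM EDTA, 1mM DTT, pH 7.5) received compound, then a probe mix of 5 nM fluorescein-DNA and 100nM Texas-615-DNA. Fluorescence polarization was read for both dyes.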
APE1 inh = inhibitors of human APE1 endonuclease. Potency, µM (top dose mostly 65.8 µM), for the others: at the top dose activity change, negative = inhibition, actives largely listed as inhibitors. P27695. 350,000 tested, 0.35% active. recombinant APE1, TAMRA/BHQ-2 abasic DNA cleavage fluorescence;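 note: potency is the fitted concentration of half-maximal effect; plate controls were vehicle for no effect and reference inhibitor for full effect; nearly all actives have a fitted effect of over 55% in size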
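Enzyme (0.75 nM final) and test compound are incubated 15 min at room temperature before adding 50 nM quenched THF abasic-site duplex. Cleavage dequenches TAMRA, followed at 525/598 nm over three reads one minute apart.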
Pol iota inh = inhibitors of human DNA polymerase iota; Q9UNA4; Pol iota fluorescent replication assay, 10 min; Potency, µM (series often up to 115 µM), without a hit: at the top dose activity, negative = inhibition, usual class: inhibitors; 390,000 tested, 1% active; AID 588590; note: potency is the fitted concentration of half-maximal effect
Target sequence (Q9UNA4 whole entry, looked up): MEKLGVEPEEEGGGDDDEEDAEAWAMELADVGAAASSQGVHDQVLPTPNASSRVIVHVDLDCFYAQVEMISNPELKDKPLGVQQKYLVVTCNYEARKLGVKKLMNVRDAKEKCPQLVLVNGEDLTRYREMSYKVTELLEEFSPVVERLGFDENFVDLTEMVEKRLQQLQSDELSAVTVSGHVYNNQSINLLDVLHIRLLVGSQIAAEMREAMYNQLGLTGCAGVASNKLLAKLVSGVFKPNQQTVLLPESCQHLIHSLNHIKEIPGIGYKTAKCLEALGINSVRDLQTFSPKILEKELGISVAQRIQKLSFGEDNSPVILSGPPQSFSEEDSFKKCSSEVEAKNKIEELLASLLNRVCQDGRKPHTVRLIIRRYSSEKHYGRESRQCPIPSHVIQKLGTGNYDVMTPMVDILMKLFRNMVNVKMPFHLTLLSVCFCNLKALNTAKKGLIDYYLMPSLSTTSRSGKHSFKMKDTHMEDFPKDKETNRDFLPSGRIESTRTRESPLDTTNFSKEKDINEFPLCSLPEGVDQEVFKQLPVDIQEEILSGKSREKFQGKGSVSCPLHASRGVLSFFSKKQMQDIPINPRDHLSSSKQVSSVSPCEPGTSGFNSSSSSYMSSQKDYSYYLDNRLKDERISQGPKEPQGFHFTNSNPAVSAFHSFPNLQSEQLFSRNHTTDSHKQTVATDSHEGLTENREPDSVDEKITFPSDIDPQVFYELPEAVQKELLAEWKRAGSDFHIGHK
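Pol iota at 10 nM preincubated 15 min with compounds at room temperature; reaction started with fluorescent substrate, 50 nM final. Fluorescence read kinetically at 0 and 10 min; buffer-only wells as negative control.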
Anesthetic bind = candidate novel general anesthetic via apoferritin binding | P02791 | apoferritin/1-aminoanthracene competitive binding, fluorescence | Potency, µM (top dose mostly 77.5 µM), inactives show at the top dose activity change, negative = displacement, most hits filed as inhibitors | 350,000 tested, 0.074% active | AID 485281; note: potency is the fitted concentration of half-maximal effect; % is set by controls: 0 for no effect and ±100 for the full control effect; nearly all actives have a fitted effect of over 20% in size
Target sequence (P02791 2-175 limits assumed): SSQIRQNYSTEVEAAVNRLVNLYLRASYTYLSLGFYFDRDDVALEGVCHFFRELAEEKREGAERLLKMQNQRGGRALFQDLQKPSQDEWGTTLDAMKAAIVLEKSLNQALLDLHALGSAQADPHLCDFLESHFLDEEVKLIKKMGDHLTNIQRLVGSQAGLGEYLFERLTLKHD
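Horse-spleen apoferritin (10 uM) was mixed with 50% saturated 1-aminoanthracene in PBS, exposed to compounds for 10 min at room temperature, and read for fluorescence (ex 380 nm, em 535 nm). Competitive displacement was fitted with a four-parameter Hill equation.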
12-LOX inh = blocks human arachidonate 12S-lipoxygenase. 580,000 tested, 1.1% active. P18054. purified 12hLO, xylenol orange hydroperoxide absorbance. Potency, µM (titrated, usually from 108 µM), without a hit: at the highest dose activity change, negative = inhibition, hits mostly inhibitors. AID 1671190; note: potency is the fitted concentration of half-maximal effect; % is set by controls: 0 for no effect and ±100 for the full control effect
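Hydroperoxide product was detected by ferrous iron/xylenol orange as the 573 to 405 nm absorbance ratio. Arachidonic acid at 40 uM (final) was turned over for 30 min at room temperature by 150 nM human 12hLO, pH 7.0 Hepes buffer, after 15 min compound preincubation.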
Numbers without * were called inactive; u = inconclusive; x = not tested or not shown; & = joins results of further samples; [ ] = another dose, or the depositor's remark. Unless noted, calls come from the whole dose curve; as a rule, active = well fitted curve in the direction sought with a large enough effect; inconclusive = small, poorly fitted or top-dose-only effect, or another doubt; inactive = no such curve, though single readings can be large; an effect the other way counts as inactive or inconclusive. Not all compounds are listed; count on the stated rates, not on these rows.

Start of the data: the first eight entries as a preview:
SMILES	POLK inh	TRHR agonist	BLM helicase inh	Pol beta inh	ERG Ets-DNA blk	APE1 inh	Pol iota inh	Anesthetic bind	12-LOX inh
O=C(CSc1nnc(-c2ccc(F)cc2)c2ccccc12)Nc1ccccc1Cl	-10%	-0.8	-10%	-3%	-2%	-1%	148%[activator]	0%	-5%
O=C(Cc1ccc([N+](=O)[O-])cc1)NNC(=O)c1cccs1	2%	-0.2	1%	9%	-4%	15%	62%[activator]	1%	u
O=C(Cn1nc(Cc2ccncc2)c2ccccc2c1=O)N1CCc2ccccc2C1	-2%	-0.5	-10%	u	36%[activator]	1%	u	7%	u
Cc1c(C(=O)N(C)c2ccc(Cl)cc2)cnn1-c1ccccc1	11%	-0.1	-5%	15%	19%	-5%	46%[activator]	-8%	5%
COc1ccccc1/C=C(/C#N)C(=O)O	-1%	1.4	-3%	-2%	-10%	7%	-12%	10%	u
COCCN(C(=O)COC(=O)c1cc(C)oc1C)c1c(N)n(Cc2ccccc2)c(=O)[nH]c1=O	-8%	0.0	x	x	-5%	-4%	13%	x	-13%
CC(C)NC(=O)CSc1nnc(COc2ccccc2Cl)o1	-2%	-0.4	-3%	0%	-8%	3%	26%	u	u
CC(Oc1cccc(Cl)c1)C(=O)N1CCCN(C)CC1 (configuration not stated)	2%	1.2	1%	51%	5%	10%	3%	1%	-6%

This part in full, from the start:
SMILES	POLK inh	TRHR agonist	BLM helicase inh	Pol beta inh	ERG Ets-DNA blk	APE1 inh	Pol iota inh	Anesthetic bind	12-LOX inh
O=C(CSc1nnc(-c2ccc(F)cc2)c2ccccc12)Nc1ccccc1Cl	-10%	-0.8	-10%	-3%	-2%	-1%	148%[activator]	0%	-5%
O=C(Cc1ccc([N+](=O)[O-])cc1)NNC(=O)c1cccs1	2%	-0.2	1%	9%	-4%	15%	62%[activator]	1%	u
O=C(Cn1nc(Cc2ccncc2)c2ccccc2c1=O)N1CCc2ccccc2C1	-2%	-0.5	-10%	u	36%[activator]	1%	u	7%	u
Cc1c(C(=O)N(C)c2ccc(Cl)cc2)cnn1-c1ccccc1	11%	-0.1	-5%	15%	19%	-5%	46%[activator]	-8%	5%
COc1ccccc1/C=C(/C#N)C(=O)O	-1%	1.4	-3%	-2%	-10%	7%	-12%	10%	u
COCCN(C(=O)COC(=O)c1cc(C)oc1C)c1c(N)n(Cc2ccccc2)c(=O)[nH]c1=O	-8%	0.0	x	x	-5%	-4%	13%	x	-13%
CC(C)NC(=O)CSc1nnc(COc2ccccc2Cl)o1	-2%	-0.4	-3%	0%	-8%	3%	26%	u	u
CC(Oc1cccc(Cl)c1)C(=O)N1CCCN(C)CC1 (configuration not stated)	2%	1.2	1%	51%	5%	10%	3%	1%	-6%
Cc1ccc(N2C(=O)c3n[nH]c(C)c3C2c2ccc(Cl)cc2)cc1 (configuration not stated)	-12%	-0.9	-3%	-3%	3%	x	6%	-14%	u
Cc1ccc(N(C)C(=O)C2CCN(S(=O)(=O)c3ccc4c(c3)CCCN4C(=O)C3CCC3)CC2)cc1	-3%[60.1 µM]	-0.2	-2%	3%	-1%	x	12%	-13%	-25%
CCOC(=O)C1(O)Oc2cc(OC)cc(OC)c2C(=O)C1c1ccccc1 (configuration not stated)	-10%[60.1 µM]	x	0%	x	x	u	x	-2%	x
Cc1ccccc1C(=O)NC1(C(F)(F)F)C(=O)Nc2c1c(=O)[nH]c(=O)n2CCc1ccccc1 (configuration not stated)	-11%[60.1 µM]	0.4	-1%	13%	2%	x	0%	-3%	-12%
O=C(Cn1ncc2ccccc21)N1CCN(c2cccc(C(F)(F)F)c2)CC1	-8%	0.3	2%	26%	x	14%	u	-3%	-9%
O=S(=O)(/N=S1\CC=CCN1S(=O)(=O)c1ccccc1)c1ccccc1 (configuration not stated)	-8%	x	x	x	0%	x	28µM*	x	u
CCc1nc2nc(C)c(NS(=O)(=O)c3cccs3)c(=O)n2[nH]1	-6%	-1.5	3%	62%	12%	-3%	3%	11%	6.3µM*
O=C(N/N=C\c1ccccn1)C1c2ccccc2Oc2ccccc21	-8%	-0.8	-3%	38%	-5%	6%	72%[activator]	-5%	-1%
O=C(CC(c1ccccc1)(c1ccccc1)c1ccccc1)N[C@@H](Cc1ccccc1)C(=O)O	-8%	-0.4	-5%	3%	3%	4%	6%	-7%	-39%
Cc1cc(C)cc(N(C(C)C(=O)N2CCOCC2)S(C)(=O)=O)c1 (configuration not stated)	-4%	0.8	-1%	1%	6%	5%	26%	-3%	-13%
CCc1ccc(CNC(=O)c2ccc3c(Cl)c4c(nc3c2)CCCC4)cc1	-5%	0.0	-8%	1%	-4%	x	25%	u	0%
O=C(CCc1ccccc1)NCC(=O)N/N=C/c1ccc2c(c1)OCO2	-11%	-0.1	0%	0%	1%	-2%	-2%	u	8%
O=C(Nc1cc(Cl)cc(Cl)c1)C(NCCCO)c1ccccc1 (configuration not stated)	x	0.1	-2%	5%	x	1%	x	-1%	x
O=C(CSc1nc(N2CCOCC2)nc(N2CCOCC2)n1)Nc1ccc(Cl)cc1Cl	-23%	-0.4	2%	11%	0%	36%[activator]	15%	-5%	0%
Cc1ccc(C(=O)Nc2nc(C(C)(C)C)cs2)s1	-12%	0.5	-16%	-9%	-1%	1%	-7%	u	u
CN(C)S(=O)(=O)c1cccc(NC(=O)Cc2ccsc2)c1	-4%	-0.3	-4%	-23%	15%	12%	-9%	-14%	-3%
C#CCOCCOCCOCCNc1nc(N2CCN(C(=O)CCCCCCCCCCNC(=O)[C@H](CCCCN)n3cc(C[C@@H](C)CC)nn3)CC2)nc(N2CCN(C(=O)CCCCCCCCCCNC(=O)[C@H](CCCN=C(N)N)n3cc(C[C@@H](C)CC)nn3)CC2)n1	-9%	-0.1	x	x	26%	u	-21%	x	x
O=C(Nc1ccc(Cl)cc1)N(Cc1cccnc1)Cc1ccco1	-8%[60.1 µM]	0.0	-3%	-11%	x	-1%	14%	-7%	4%
Cc1nnc(C)n1/N=C/c1cc2ccccc2nc1Cl	4%	-0.2	5%	9%	2%	3%	176%[activator]	2%	-10%
CC1(C)CNC(=O)c2sc(NC(=O)CN3CCOCC3)nc2C1	-7%	2.0	-4%	-26%	-2%	-1%	-1%	-6%	-23%
COc1ccc(NS(=O)(=O)c2cc(NC(=O)/C=C/c3cc(OC)ccc3OC)ccc2N2CCCCC2)cc1	0%	0.1	-5%	29%	x	u	0%	14%	-8%
CCCCC1=CC2=C(c3ccco3)C(=O)C(C)(OC(=O)c3ccc(OC)cc3)C(=O)C2=CN1Cc1ccco1 (configuration not stated)	50µM*	1.2	u	10µM*	8%	7.1µM*	4µM*	-14%	x
Cc1nc(CS(=O)(=O)c2ccc(Cl)cc2)sc1C(=O)O	2%	0.0	-2%	4%	0%[15.4 µM]	-1%	14%	2%	-12%
CC(C)(C)N(CC(=O)NC1CCCCC1)C(=O)CS(=O)CC(=O)Nc1ccc(F)cc1 (configuration not stated)	-11%	-0.3	2%	41%	9%	29%	108%[activator]	-8%	36%[activator]
CCOc1ccc(CCNC(=O)c2cn(-c3ccc(OC)cc3)c(=O)c3ccccc23)cc1OCC	-10%	-0.3	-7%	u	2%	x	7%	u	-14%
CN1CCN(NC(=O)Nc2cccc(F)c2)CC1	1%	0.2	-2%	28%	-10%	24%	5%	-1%	-9%
CCCCN1C(=O)CCC(C(=O)O)C1c1ccccc1 (configuration not stated)	-10%	-0.2	2%	u	-6%	2%	23%	-2%	0%
COc1cc2c(OC(C)=O)c3c(c(-c4ccc5c(c4)OCO5)c2cc1OC)C(=O)OC3	1%&0%	-0.4	-2%	0%	2%	-2%	-7%&17%	-13%	4%&22%
CCOC(=O)C1(Cc2ccccc2C)CCCN(Cc2cn(C)nc2C)C1 (configuration not stated)	-6%	0.6	2%	36%	3%	10%	23%	-1%	10%
COCCCNCCCOc1ccc(Cl)cc1Br	-8%	2.3	-13%	19%	6%	-3%	6%	-10%	-33%
CCOc1ccc(NC(=O)COc2ccc(S(=O)(=O)NC3CCCCC3)cc2)cc1	-23%	-0.9	-2%	6%	-3%	x	u	-8%	0%
COc1ccc(C)cc1NC(=O)CN1C(=O)c2ccccc2S1(=O)=O	15%	0.6	-9%	39%	-11%	-1%	20%	-14%	17%
O=[N+]([O-])c1ccccc1S(=O)(=O)Nc1cccc2cccnc12	-6%&-18%&1%	-1.2&0.6	-3%&-9%	46%	0%	-6%&1%	125%&33%&-13%[activator]	u	0%
Cn1ncc(Cl)c1C(=O)N1CCN(c2ccc(Cl)c(Cl)c2)CC1	-10%	-0.2	-10%	7%	-3%	10%	-3%	-15%	-5%
COc1ccc(/C=C2\C(=O)NC(=O)c3ccccc32)cc1OC	-18%	x	x	x	-21%	x	32µM*	x	u
O=C(Nc1ccccc1)NC1CS(=O)(=O)CC1O (configuration not stated)	-12%	0.7	-11%	9%	-14%	11%	4%	6%	0%
O=C(NCc1cccc(F)c1)c1ccc2nc(N3CCOCC3)sc2c1	6%	0.5	-3%	13%	-2%	43%	11%	-17%	6%
Cc1ccc(C(=O)NNC(=O)Cc2nc3nc(C)cc(C)n3n2)cc1	-18%	1.4	-6%	24%	-4%	-12%	-7%	10%	1%
